Compound activity deposited in PubChem BioAssay by National Center for Advancing Translational Sciences (NCATS).
TRHR ag: qHTS for Small Molecule Agonists and Allosteric Enhancers of Human TRH Receptor: Primary Screen for Agonists; Thyrotropin-releasing hormone receptor (Homo sapiens), P34981; hit rate 0.18% among 360,000; AID 493084, 2011; activation, % at 2 µM; TRHR cells, calcium flux fluo-8, FDSS agonist mode; in the data active = activation above about 30%; also: 0% is about no effect
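Fluo-8-loaded TRHR cells; 10 s baseline, compound added, kinetic Ca2+ fluorescence read 1/s, agonist mode.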
mIDH1 inhibitor: qHTS for Inhibitors of mutant isocitrate dehydrogenase 1 (IDH1): qHTS | AID 602179, 2012 | Isocitrate dehydrogenase [NADP] cytoplasmic (Homo sapiens), O75874 | hit rate 0.093% among 390,000 | IDH1-R132H enzyme, NADPH consumption, diaphorase/resazurin fluorescence | Potency, µM (doses to about 76.6 µM), for the others: at the highest dose activity change, negative = inhibition, hits mostly inhibitors; also: potency is read from the fitted curve at half-maximal effect; % is scaled to controls: 0 for no effect and ±100 for the full control effect; nearly all actives have a fitted effect of over 65% in size
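IDH1-R132H (0.5 ug/mL dispensed) in pH 7.5 Tris buffer was preincubated 30 min with compound, then given a substrate mix of 0.016 mM NADPH and 2 mM alpha-KG for 80 min at room temperature; remaining NADPH was read by diaphorase/resazurin fluorescence.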
Pin1 inh: qHTS Assay to Find Inhibitors of Pin1; hit rate 0.009% among 390,000; Potency, µM (titrated, usually from 115 µM), inactives show top-dose activity, negative = inhibition, actives largely listed as inhibitors; Pin1 FP peptide displacement, HiFluor488, 10 min; AID 504891, 2011; active = well fitted inhibition curve with a large enough effect in the polarisation, with a control signal flat, not every such curve was filed as active; inconclusive = small, poorly fitted or top-dose-only effect, or effect the other way, or a change in a side signal; inactive = no such curve, though single readings can be large or run the other way; the % refers to the polarisation; also: potency is read from the fitted curve at half-maximal effect; % is scaled to controls: 0 for no effect and ±100 for the full control effect
Target sequence (Q13526 whole entry, looked up): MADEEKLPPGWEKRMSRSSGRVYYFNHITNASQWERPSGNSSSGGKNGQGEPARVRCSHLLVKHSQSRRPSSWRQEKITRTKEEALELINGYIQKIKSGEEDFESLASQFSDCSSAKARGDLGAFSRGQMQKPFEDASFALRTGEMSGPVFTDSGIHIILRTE
TRHR PAM: qHTS for Small Molecule Agonists and Allosteric Enhancers of Human TRH Receptor: Primary Screen for Enhancers; Thyrotropin-releasing hormone receptor (Homo sapiens), P34981; TRHR cells, fluo-8 calcium fluorescence, EC20 TRH enhancement; enhancement, % at 2 µM; hit rate 0.66% among 360,000; AID 493056, 2011; in the data active = enhancement above about 30%; also: 0% is about no effect
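TRHR-expressing cells loaded with fluo-8 calcium dye were read kinetically (ex 480/em 530) during compound addition, then stimulated with an EC20 of TRH (10 nM final). Enhancement of the Gq-mediated intracellular calcium response was scored.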
TrxR1 substrate: qHTS Assay for Substrates of Mammalian Selenoprotein Thioredoxin Reductase 1 (TrxR1): qHTS; Thioredoxin reductase 1, cytoplasmic (Rattus norvegicus), O89049; purified TrxR1 substrate turnover, NADPH consumption readout; Potency, µM (highest dose often 114 µM), inactives show at the top dose activity change, negative = substrate turnover; hit rate 0.01% among 390,000; AID 588456, 2011; also: potency is read from the fitted curve at half-maximal effect; % is scaled to controls: 0 for no effect and ±100 for the full control effect; nearly all actives have a fitted effect of over 50% in size
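Rat TrxR1, dispensed at 90 nM, was prereduced with 400 uM NADPH (final) for 5 min at ~22 deg C, then incubated with compound 15 min before 400 uM selenite. A first-read NADPH fluorescence drop versus no-compound background flagged substrates.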
rTrxR1 inhibitor: qHTS Assay for Inhibitors of Mammalian Selenoprotein Thioredoxin Reductase 1 (TrxR1): qHTS. hit rate 1% among 390,000. AID 588453, 2011. Potency, µM (titrated, usually from 114 µM), for inactives: at the highest dose activity change, negative = inhibition, actives largely listed as inhibitors. recombinant rTrxR1, NADPH fluorescence consumption, selenite substrate; also: potency is read from the fitted curve at half-maximal effect; % is scaled to controls: 0 for no effect and ±100 for the full control effect; nearly all actives have a fitted effect of over 65% in size
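Rat TrxR1 (90 nM in the dispensed reagent) was pre-reduced with 400 uM NADPH for 5 min at room temperature, then incubated with compound for 15 min. After 400 uM selenite was added, NADPH fluorescence (Ex 340/Em 450 nm) was followed for 8 min.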
D2 antagonist: HTS Assay for Allosteric Antagonists of the Human D2 Dopamine Receptor: Primary Screen for Antagonists. D(2) dopamine receptor (Homo sapiens), P14416. HEK293 TREx D2 cells, calcium flux, dopamine EC80. inhibition, % at 10 µM. hit rate 2% among 340,000. AID 485344, 2010; in the data active = inhibition above about 30%; also: 0% is about no effect
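Read-out: kinetic calcium fluorescence (1 cycle/s) in inducible HEK293 T-REx D2 cells after an EC80 dopamine addition that followed 180 s compound preincubation. Loss of the dopamine response indicates antagonism.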
D2 ag: HTS Assay for Allosteric Agonists of the Human D2 Dopamine Receptor: Primary Screen for Agonists; D(2) dopamine receptor (Homo sapiens), P14416; HEK293 T-REx D2 cells, calcium flux agonist mode; activation, % at 2 µM; hit rate 0.53% among 340,000; AID 485358, 2010;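 active = activation over 3 SD above normal in the single-dose calcium agonist read, cut at about 30% in these data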; also: 0% is about no effect
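Tetracycline-induced HEK293 Trex cells with D2 receptor force-coupled to calcium signaling, plated overnight at 30 C and loaded with no-wash calcium dye. Calcium flux read kinetically for 180 s after compound addition; responses flag agonists.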
USP1-UAF1 inh: Inhibitors of USP1/UAF1: Primary Screen | Potency, µM (series often up to 57.1 µM), without a hit: at the highest dose activity change, negative = inhibition, actives largely listed as inhibitors | AID 743255, 2014 | hit rate 0.23% among 390,000 | recombinant USP1/UAF1, Ub-Rhodamine cleavage fluorescence; also: potency is read from the fitted curve at half-maximal effect; % is scaled to controls: 0 for no effect and ±100 for the full control effect; nearly all actives have a fitted effect of over 60% in size; inactives centre near -12
Target sequence (O94782 whole entry, looked up): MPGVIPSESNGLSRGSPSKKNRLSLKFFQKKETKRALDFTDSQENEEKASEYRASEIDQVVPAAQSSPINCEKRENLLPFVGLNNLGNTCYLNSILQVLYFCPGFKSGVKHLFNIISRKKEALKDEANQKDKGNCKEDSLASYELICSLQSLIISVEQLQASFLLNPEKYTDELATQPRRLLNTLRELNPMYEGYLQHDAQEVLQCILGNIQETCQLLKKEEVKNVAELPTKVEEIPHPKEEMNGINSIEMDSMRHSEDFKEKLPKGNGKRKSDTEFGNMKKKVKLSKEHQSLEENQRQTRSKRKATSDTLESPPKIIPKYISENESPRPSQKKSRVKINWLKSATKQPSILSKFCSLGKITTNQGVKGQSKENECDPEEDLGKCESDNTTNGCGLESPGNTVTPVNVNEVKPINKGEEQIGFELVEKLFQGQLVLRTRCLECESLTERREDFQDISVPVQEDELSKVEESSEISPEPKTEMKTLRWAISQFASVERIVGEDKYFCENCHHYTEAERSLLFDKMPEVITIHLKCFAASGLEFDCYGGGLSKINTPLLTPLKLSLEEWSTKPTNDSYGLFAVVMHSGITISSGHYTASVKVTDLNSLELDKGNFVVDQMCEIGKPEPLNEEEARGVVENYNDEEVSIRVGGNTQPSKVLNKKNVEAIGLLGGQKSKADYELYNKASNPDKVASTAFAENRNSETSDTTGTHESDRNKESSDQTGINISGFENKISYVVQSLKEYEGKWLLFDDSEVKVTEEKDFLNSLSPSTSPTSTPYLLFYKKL
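1 nM enzyme complex + cpd, 15 min RT; start with Ub-Rho 150nM final; kinetic fluorescence ex 480/em 540, 6 reads q60 s. Buffer 50mM HEPES pH 7.8, 0.5mM EDTA, 0.1 mg/ml BSA, 1mM TCEP, 0.01% Tween-20.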
Active calls of the source: *; ? = inconclusive; / = no result given; [ ] = another dose, or the depositor's remark. Unless noted, calls follow the shape of the dose curve; as a rule, active = well fitted inhibition curve with a large enough effect; inconclusive = small, poorly fitted or top-dose-only effect; inactive = no such curve, though single readings can be large or run the other way. Some of the compounds tested; rates above refer to the full screens.

SMILES,TRHR ag,TRHR PAM,rTrxR1 inhibitor,Pin1 inh,USP1-UAF1 inh,TrxR1 substrate,D2 ag,mIDH1 inhibitor,D2 antagonist
Cc1cc(N2CCc3ccccc32)n2ncnc2n1,/,/,-18.1%,0.2%,-11.0%,-10.5%,/,3.6%,/
COc1cc(NS(=O)(=O)c2ccc(N=Cc3c(C)[nH]n(-c4ccccc4)c3=O)cc2)nc(OC)n1,1.1,1.4,-9.4%,3.6%,-13.0%,-1.6%,0.5,-1.2%,27.1
Cc1cccc(-n2c(SCN3C(=O)c4ccccc4C3=O)nc3ccccc3c2=O)c1,0.7,19.2,/,/,/,/,0.1,/,0.7
O=C(NCc1ccccn1)C1CCN(Cc2cnn(-c3ccccc3)c2-n2cccc2)CC1,-1.0,2.0,-1.6%,-2.5%,-15.8%,-3.6%,-1.4,2.4%,-3.4
c1ccc(-c2csc3nnc(SCc4ccc5c(c4)OCCO5)n23)cc1,-0.8,3.0,7.8%,-4.7%,-15.6%,2.3%,1.4,0.5%,10.0
CC1CCN(C(=O)c2ccc(Br)c(S(=O)(=O)N3CCOCC3)c2)CC1,0.5,3.4,11.0%,2.3%,-23.2%,3.6%,-0.1,8.4%,-15.3
CC(C)(C)c1ccc(C(CC(=O)O)NC(=O)Cc2ccccc2)cc1 (configuration not stated),0.4,-1.6,14.6%,-14.3%,-8.2%,8.7%[57.1 µM],0.1,2.8%,9.7
O=C(NCc1ccc(F)cc1)c1ccc2c(Cl)c3c(nc2c1)CCCC3,0.3,6.3,27.9%,13.3%,0.6%,7.4%,-0.2,-0.6%,/
Nn1c(SCC(=O)NC(=O)NCc2ccco2)nnc1-c1ccc(OC(F)F)cc1,0.2,3.2,20.1%[57.1 µM],?,-8.2%,10.9%[57.1 µM],0.7,-1.7%,-22.8
CCN(CC)S(=O)(=O)c1ccc(OC)c(NS(=O)(=O)c2cccc(C(=O)O)c2)c1,0.3,-4.0,10.1%,-1.2%,-20.8%,4.9%,2.2,0.3%,13.3
COCCN(C(=O)Cn1c(C(F)(F)F)nc2ccccc21)c1c(N)n(Cc2ccccc2)c(=O)[nH]c1=O,0.2,5.5,10.1%,-1.0%,-12.5%,-0.4%,1.1,-0.2%,-6.6
O=C(COC(=O)C(Cc1ccccc1)NC(=O)c1cccs1)NCc1ccccc1 (configuration not stated),0.1,0.2,20.2%,-13.4%,-23.1%,-0.6%,/,3.3%,/
Cc1cc(C)n(CC(O)COc2ccc(Cl)cc2Cl)n1 (configuration not stated),0.1,-0.9,14.9%,-5.0%,-13.4%,-4.0%,0.3,2.5%,17.2
COCC1CCN(Cc2cn[nH]c2-c2cc3ccccc3o2)C1 (configuration not stated),-0.1,-11.2,-9.6%,4.7%,-5.6%,-2.2%,-1.3,0.0%,-7.7
Cc1ccc(C)c(NC(=O)CCc2nc(-c3ccc(C(C)(C)C)cc3)no2)c1,1.8,8.4,15.1%,0.9%,-26.3%,-12.0%,0.9,20.7%,/
Cc1cc(C)n(-c2nc3ccccc3nc2N2CCN(S(=O)(=O)c3cccc(C#N)c3)CC2)n1,-0.2,6.0,-0.7%[57.1 µM],19.9%,-8.9%,-1.8%[57.1 µM],1.5,-10.2%,10.7
N#Cc1ccccc1Cn1cnc2nc3c(cc2c1=O)CCCC3,0.4,2.6,-2.0%[57.1 µM],-2.6%,?,-1.8%[57.1 µM],0.0,5.1%,/
Cc1cc(C)n2cc(COc3ccc4ccccc4c3)nc2n1,-0.5,-6.1,12.9%,11.0%,-17.9%,11.2%,-1.4,-5.3%,-2.4
CCC(O)c1cc2c(cc1NC(=O)c1cccs1)OCCO2 (configuration not stated),-0.2,-3.7,21.3%,-0.1%,3.2%,3.5%[57.1 µM],0.2,5.2%,8.8
O=C1Nc2ccccc2C1=Nc1cccc([N+](=O)[O-])c1,0.4,-2.7,0.7%[2.29 µM],?,-12.5%,5.8%[57.1 µM],0.1,-16.1%,-8.3
O=C1CNC(=O)/C1=C\N1CCN(C(c2ccccc2)c2ccccc2)CC1,0.5,20.1,-6.4%[57.1 µM],-11.9%,-27.0%,-9.6%[57.1 µM],-0.3,4.2%,1.7
COc1ccc(C)cc1NC(=O)C(=O)NCCc1csc(-c2ccc(C)cc2)n1,0.5,4.0,15.6%[57.1 µM],-0.5%,-24.1%,4.4%[57.1 µM],1.1,-7.3%,/
CCOc1cc(C(=O)Nc2ccc(-c3cn4cccnc4n3)cc2)cc(OCC)c1OCC,-1.1,8.3,5.1%,13.4%,11.3%,22.5%,0.0,-4.7%,/
COc1ccc(Nc2nnc(SCC(=O)NC(=O)Nc3ccc4c(c3)OCCO4)s2)cc1,1.0,6.9,21.7%,?,-17.3%,5.0%,0.3,2.8%,1.4
CC(=O)N1CCOCCOCCN(C(C)=O)CCOCCOCC1,0.2,20.9,5.7%[57.1 µM],-0.8%,-10.2%,7.6%,0.5,4.3%,0.1
CCOc1ccc(N2C(=O)C3C(c4ccc(OC)cc4OC)NC(CCSC)(C(=O)OC)C3C2=O)cc1 (configuration not stated),0.4,-7.8,-7.9%,-3.0%,-25.5%,-2.9%,1.3,-6.5%,4.6
Cc1cccc(C(=O)Nc2ccc(N3CCN(c4ccc(F)cc4)CC3)c(C(=O)O)c2)c1,-0.2,-1.4,21.0%[57.1 µM],-8.3%,-2.2%,7.7%[57.1 µM],/,-14.8%,/
CCSc1ccc(C(=O)NCC(=O)O)cc1,0.3,1.7,17.8%,1.0%,-12.7%,0.3%,0.7,12.9%,3.9
COc1ccc(-n2c(C)nn(CC3CC3)c2=O)cc1,-0.4,-2.2,11.3%,-10.2%,4.4%,7.2%,-0.9,-0.9%,-6.2
COc1ccccc1NC(=O)c1ccc(NC(=O)COC(=O)C2CC2C)cc1 (configuration not stated),0.1,8.1,-6.4%,-6.5%,-4.5%,-14.0%,/,6.9%,/

4 entries from above, with two lines to a compound:
Values run as follows: TRHR ag	TRHR PAM	rTrxR1 inhibitor	Pin1 inh	USP1-UAF1 inh	TrxR1 substrate	D2 ag	mIDH1 inhibitor	D2 antagonist
- CCN(CC)S(=O)(=O)c1ccc(OC)c(NS(=O)(=O)c2cccc(C(=O)O)c2)c1
→ 0.3	-4.0	10.1%	-1.2%	-20.8%	4.9%	2.2	0.3%	13.3
- COCCN(C(=O)Cn1c(C(F)(F)F)nc2ccccc21)c1c(N)n(Cc2ccccc2)c(=O)[nH]c1=O
→ 0.2	5.5	10.1%	-1.0%	-12.5%	-0.4%	1.1	-0.2%	-6.6
- O=C(COC(=O)C(Cc1ccccc1)NC(=O)c1cccs1)NCc1ccccc1 (configuration not stated)
→ 0.1	0.2	20.2%	-13.4%	-23.1%	-0.6%	/	3.3%	/
- Cc1cc(C)n(CC(O)COc2ccc(Cl)cc2Cl)n1 (configuration not stated)
→ 0.1	-0.9	14.9%	-5.0%	-13.4%	-4.0%	0.3	2.5%	17.2

Continuation:
SMILES,TRHR ag,TRHR PAM,rTrxR1 inhibitor,Pin1 inh,USP1-UAF1 inh,TrxR1 substrate,D2 ag,mIDH1 inhibitor,D2 antagonist
Cc1ccc(S(=O)(=O)N(CC(=O)N2CCOCC2)c2ccc(C(C)C)cc2)cc1,-0.9,10.7,8.7%,-1.2%,-12.8%,6.1%,-0.4,1.2%,-14.7
O=C(NCCCn1ccnc1)C1CCCN(S(=O)(=O)c2ccc(F)cc2)C1 (configuration not stated),0.6,1.3,8.4%,2.6%,-9.9%,4.9%,0.8,-0.5%,12.9
CCN(CC)C(=S)NC(=O)c1cccnc1,0.2,-11.5,-15.0%[57.1 µM],7.4%,-14.6%,-7.8%[57.1 µM],0.7,-12.2%,-9.7
Cc1ccc(Nc2nnc(C(C)(C)C)c(=O)n2N)cc1,0.0,-9.1,-12.1%,1.4%,-6.3%,-11.4%,0.4,4.2%,-1.5
Cc1cc(NC(=O)CN2C(=O)NC(CC(C)C)C2=O)ccc1Br (configuration not stated),0.3,-1.6,8.4%,5.1%,-6.2%,-2.6%,0.1,0.2%,-0.9
CC1C(=O)CCN(C(C)(C)C)C1C (configuration not stated),0.4,5.8,-8.9%,1.8%,-2.0%,-3.2%,0.2,-1.9%,6.3
O=C(CSc1nnc2ccccn12)NNC(=O)c1cccc([N+](=O)[O-])c1,0.3,1.7,2.4%,-9.6%,-19.5%,4.9%,0.6,13.3%,-21.5
CCC1(C)Cc2ccccc2-c2nc(NCCO)[nH]c(=O)c21 (configuration not stated),0.2,5.6,-35.2%,7.2%,2.1%,227.3%[activator],-0.4,13.7%,-1.9
Cc1noc(C)c1S(=O)(=O)N(CC(=O)NCc1ccccc1Cl)c1ccc(C(C)C)cc1,1.5,-6.6,8.6%,2.3%,-36.3%,-6.1%,0.6,-5.9%,/
